USP2a block = USP2a (human) protease inhibition; USP2 core, Ub-CHOP2 coupled fluorogenic reporter, 485/531; actives 0.01% (n = 330,000); AID 463254; O75604; Potency, µM (series often up to 38.3 µM), for inactives: at the top dose activity change, negative = inhibition, actives largely listed as inhibitors;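 further: potency means the concentration at half of the fitted maximal effect; plate controls were DMSO wells for no effect and full inhibition by NEM control for full effect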
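Cell-free coupled assay: 10nM USP2 core preincubated 30min RT with compound in Tris-HCl pH 8.0/CaCl2/CHAPS buffer, then 25nM Ub-CHOP2 and 25nM reporter substrate; fluorescence (Ex 485/Em 531) read after 60min RT, normalized to NEM inhibition, concentration-response curves fitted.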
TCR act = T cell receptor activation; primary human leukocytes, anti-CD3, IL-2 HTRF, 48 h; Potency, µM (doses to about 9.22 µM), inactives show at the highest dose activation of IL-2 secretion, most hits filed as activators; 330,000 tested, under 10 active; AID 504894; further: % of control where 0% means no effect
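TCR engagement came from a-CD3 beads alone, with compounds added to primary human leukocytes for 48 hr. Secreted IL-2 bridged europium cryptate- and d2-labelled anti-IL-2 antibodies, giving FRET emission at 665nm after 320nm excitation.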
TSG101-PTAP inh = blocks PTAP/TSG101 interaction to inhibit HIV-1 budding; AID 493005; 340,000 tested, under 10 active; Potency, µM (highest dose often 115 µM), inactives show top-dose activity change, negative = inhibition, usual class: inhibitors; Fluorescence polarization, FITC-PTAP peptide / Tsg101 binding; active means well fitted inhibition curve with a large enough effect in the main read-out, with a control signal flat, not every such curve was filed as active; inconclusive means small, poorly fitted or top-dose-only effect, or effect the other way, or a change in a side signal; inactive means no such curve, though single readings can be large or run the other way; further: potency means the concentration at half of the fitted maximal effect; % of control where 0% means no effect
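Compounds were pin-transferred onto Tsg101 binding domain (10 uM final) in HEPES pH 7.5 buffer, then FITC-PTAP peptide was added at 50 nM final. After 20 min at RT, polarization reported peptide displacement across a qHTS concentration series.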
B2AR arrestin = recruits beta-arrestin to the human beta2-adrenergic receptor; P07550; actives 0.02% (n = 330,000); beta-arrestin recruitment to beta2AR, cell-based reporter; Potency, µM (series often up to 46.1 µM), inactives show at the highest dose activation, most hits filed as activators;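 further: potency means the concentration at half of the fitted maximal effect; 0% = DMSO controls and full agonism = EC100 isoproterenol or metaproterenol; nearly all actives have a fitted effect of over 65% in size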
Mito fusion act = inhibitors of mitochondrial division or activators of mitochondrial fusion | S. cerevisiae fusion-defective mutant growth rescue, CellTiterGlo 48 h | Potency, µM (series often up to 46.1 µM), for inactives: top-dose growth rescue (activation), hits mostly activators | actives 0.23% (n = 320,000) | AID 485298;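 further: potency means the concentration at half of the fitted maximal effect; % of control where 0% means no effect; nearly all actives have a fitted effect of over 45% in size; temperature-sensitive fusion mutants such as fzo1-1 at 37 °C on non-fermentable ethanol glycerol medium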
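Temperature-sensitive fusion-defective S. cerevisiae (e.g. fzo1-1, mgm1-5) were grown with compound in YPEG medium (3% ethanol, 3% glycerol) for 48 hours at 37C. Growth rescue was measured as viability by CellTiterGlo luminescence after 10 minutes at ambient.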
Eya2 inh = inhibitors of human Eya2 phosphatase activity; recombinant Eya2, OMFP fluorescence dephosphorylation (OMFP is methylfluorescein phosphate); Potency, µM (highest dose often 76.9 µM), without a hit: top-dose activity, negative = inhibition, most hits filed as inhibitors; actives 0.006% (n = 330,000); O00167; further: potency means the concentration at half of the fitted maximal effect; on the % scale 0 is the no-effect control and ±100 the full control effect
Target sequence (O00167 whole entry, looked up): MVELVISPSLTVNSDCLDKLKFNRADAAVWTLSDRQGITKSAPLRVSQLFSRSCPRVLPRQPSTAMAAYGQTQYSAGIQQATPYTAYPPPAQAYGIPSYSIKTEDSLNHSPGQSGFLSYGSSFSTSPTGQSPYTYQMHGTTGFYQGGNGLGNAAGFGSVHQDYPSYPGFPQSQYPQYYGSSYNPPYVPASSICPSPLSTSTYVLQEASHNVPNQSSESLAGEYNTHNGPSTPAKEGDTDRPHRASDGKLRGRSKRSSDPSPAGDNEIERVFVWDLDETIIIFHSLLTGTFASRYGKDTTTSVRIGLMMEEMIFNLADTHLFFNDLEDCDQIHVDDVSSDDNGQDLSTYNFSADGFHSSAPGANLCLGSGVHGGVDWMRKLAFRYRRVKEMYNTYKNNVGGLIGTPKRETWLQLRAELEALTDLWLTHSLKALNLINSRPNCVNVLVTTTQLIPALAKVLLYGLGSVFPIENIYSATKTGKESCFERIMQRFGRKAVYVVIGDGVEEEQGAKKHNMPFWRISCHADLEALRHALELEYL
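Eya2 protein (added as 0.2 uM solution) was preincubated with compound for 10 min at ambient temperature in 50 mM HEPES pH 7.5, 50 mM NaCl, 5 uM MgCl2, 0.05% BSA, 1 mM DTT. OMFP (added at 50 uM) then reacted 10 min; fluorescence read at 485/525 nm.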
ELG1 DNA repair = blocks ELG1-dependent DNA repair in HEK293T cells. HEK293T ELG1-luciferase reporter, luminescence, 16 h; DNA damage induced by 5-fluorouridine. Potency, µM (series often up to 46.1 µM), for inactives: top-dose activity change, negative = inhibition, usual class: inhibitors. actives 2.3% (n = 330,000); further: potency means the concentration at half of the fitted maximal effect; on the % scale 0 is the no-effect control and ±100 the full control effect; nearly all actives have a fitted effect of over 55% in size
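Quantitative HTS, concentration-response format. 2,000 cells/well co-treated with 5-fluorouridine and compound, 16 hr in 5% CO2 at 37 °C; ONE-Glo luminescence read after 30 min.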
Chronic BCR inh = inhibitors of chronic active B-cell receptor signaling; actives 0.05% (n = 340,000); Potency, µM (titrated, usually from 46.1 µM), inactives show top-dose ratio change, negative = lower green/red ratio, actives largely listed as inhibitors; AID 493014; ABC-DLBCL IkBa-CBG/CBR reporter, luminescence ratio, 4 h; active means well fitted inhibition curve with a large enough effect in the signal ratio, with a control signal flat, not every such curve was filed as active; inconclusive means small, poorly fitted or top-dose-only effect, or effect the other way, or a change in a side signal; the % refers to the signal ratio;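 further: potency means the concentration at half of the fitted maximal effect; plate controls were basal doxycycline-induced cells for no effect and cells given 10 µM MG132 for full effect; MG132 reads +100%, hits lower the ratio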
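Cell line TMD8 (human ABC DLBCL), stably expressing tet-inducible CBG68-IkBa fusion and CBR; IMDM/0.5% FBS; cpd up to 46 uM; dox induction, 4 h, 37C/5% CO2; dual luminescence; green/red ratio; MG132 control.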
Tb PFK inh = blocks T. brucei phosphofructokinase | O15648 | T. brucei PFK, ADP-Glo luminescence | Potency, µM (titrated, usually from 57.5 µM), for the others: at the top dose activity, negative = inhibition, hits mostly inhibitors | actives 0.17% (n = 330,000) | AID 485367;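 further: potency means the concentration at half of the fitted maximal effect; 0% = uninhibited 1x PFK enzyme wells and -100% = no-enzyme wells; nearly all actives have a fitted effect of over 60% in size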
Target sequence (O15648 whole entry, looked up): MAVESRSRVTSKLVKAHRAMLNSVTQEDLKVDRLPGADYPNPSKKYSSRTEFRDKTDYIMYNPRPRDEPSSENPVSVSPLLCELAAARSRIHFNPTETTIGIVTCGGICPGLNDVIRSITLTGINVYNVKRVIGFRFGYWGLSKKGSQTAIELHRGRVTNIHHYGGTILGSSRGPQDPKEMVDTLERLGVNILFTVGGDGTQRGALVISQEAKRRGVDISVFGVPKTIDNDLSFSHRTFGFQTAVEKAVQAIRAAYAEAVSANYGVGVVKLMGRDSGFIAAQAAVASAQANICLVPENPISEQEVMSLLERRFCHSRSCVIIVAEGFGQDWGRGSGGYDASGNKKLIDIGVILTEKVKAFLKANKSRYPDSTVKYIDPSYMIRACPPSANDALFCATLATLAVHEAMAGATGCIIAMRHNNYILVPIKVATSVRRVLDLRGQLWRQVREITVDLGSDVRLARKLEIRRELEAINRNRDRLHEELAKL
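1.25 nM PFK with 0.5 mM F6P and 0.1 mM ATP in 0.1 M TEA pH 8.0, 5 mM MgCl2, incubated 45 min at room temperature; ADP measured by ADP-Glo luminescence; compounds titrated up to 57 uM.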
TSHR antagonist = human thyrotropin receptor antagonism | AID 504810 | actives 0.2% (n = 330,000) | P16473 | TSHR-expressing cells, TSH-stimulated cAMP HTRF, 2 h; hits give low values | activity change, negative = inhibition, % at 11.5 µM;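 active means activity change below a set negative limit, meaning inhibition stronger than a set level, cut at about -70% in these data; inconclusive means activity change between two set negative limits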; further: on the % scale 0 is the no-effect control and ±100 the full control effect
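TSHR-expressing cells, 200/well, pre-treated with compound, then stimulated with EC80 TSH (4nM final) for 2 hours at 37 deg C. cAMP measured by competitive HTRF: anti-cAMP cryptate antibody in lysis buffer plus cAMP-d2, read after 30 minutes at room temperature.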
uPA generation = inhibitors of cell surface uPA generation | actives 0.31% (n = 330,000) | Potency, µM (series often up to 38.3 µM), inactives show at the top dose activity change, negative = inhibition, usual class: inhibitors | cell surface uPA generation assay, qHTS | AID 540303; active means well fitted inhibition curve with a large enough effect; inconclusive means small, poorly fitted or top-dose-only effect; inactive means no such curve, though single readings can be large or run the other way; tested in mouse RAW 264.7 cells; further: potency means the concentration at half of the fitted maximal effect; on the % scale 0 is the no-effect control and ±100 the full control effect; nearly all actives have a fitted effect of over 55% in size
Starred values were filed as active, the others as inactive; ? = inconclusive; nt = not tested or not shown; [ ] = dose if it differs, or a comment. Unless noted, the call rests on the fitted dose curve; in most records, active means well fitted curve in the direction sought with a large enough effect; inconclusive means small, poorly fitted or top-dose-only effect, or another doubt; inactive means no such curve, though single readings can be large; an effect the other way counts as inactive or inconclusive.

SMILES	USP2a block	TCR act	TSG101-PTAP inh	B2AR arrestin	Mito fusion act	Eya2 inh	ELG1 DNA repair	Chronic BCR inh	Tb PFK inh	TSHR antagonist	uPA generation
Cc1ccc(S(=O)(=O)N(Cc2ccccc2)c2ccccc2C(=O)Nc2ccccc2C(=O)NCc2ccco2)cc1	-2%	3%[46.1 µM]	-3%	-0.4%	-1%	5%	-15%	8%	-2%	16	?
CCCCN1CCNC[C@@H]1Cc1ccc(O)cc1	0%	1%	-4%	-1.5%	-16%	-3%	10%	0%	-19%	3	-1%
Cc1ccc(CNC(=O)C2CCN(S(=O)(=O)c3ccc4c(c3)CC(C)N4C(=O)C3CC3)CC2)cc1 (configuration not stated)	-1%	4%	-1%	0.1%	5%	4%	-24%	1%	-1%	-13	3%
Cc1cccc(OCc2nnc(SCC(=O)c3cccs3)n2C)c1C	-2%	nt	nt	-0.6%	-2%	-6%	-8%	2%	3%	-2	-4%
CCOc1ccccc1NC(=S)N1CCCCCC1	0%	4%	-4%	-1.0%	-6%	7%	14%	1%	1%	-3	-5%
CC(=C/c1ccco1)/C=N/N1CCN(c2ccccc2)CC1	-1%	6%	-3%	-0.3%	1%	4%	?	?	-3%	-21	0%
O=C1NCCCC1C(=O)Nc1cccc(C(F)(F)F)c1 (configuration not stated)	1%	-34%	-2%	-0.3%	7%	0%	-2%	6%	0%	3	-10%
CN1CCN(C(=O)/C=C/c2ccc([N+](=O)[O-])cc2)CC1	-1%	11%[46.1 µM]	-1%	-0.7%	0%	0%	3%	?	-3%	-1	2%
CC(=O)c1ccc(NC(=O)C2CCN(S(=O)(=O)c3ccc4c(c3)N(C(C)=O)CCO4)CC2)cc1	5%	-9%	-1%	0.1%	0%	-4%	10%	5%	0%	-8	1%
CN(C(=O)C1CCC(=O)N(Cc2ccccc2F)C1)C1CCOCC1 (configuration not stated)	0%	-5%	nt	-0.1%	-2%	0%	5%	-5%	3%	-15	17%
COc1ccc(-c2cc(C(=O)N3CCCC3)c3ccccc3n2)cc1	2%	-3%	-4%	-0.3%	-13%	8%	?	-15%	0%	5	?
Cc1cccc(NC(=O)CSCc2c(C)noc2C)c1C	1%	6%	-2%	0.0%	-4%	4%	5%	14%	3%	6	4%
CCOC(=O)C1CCCN(C2=NC(=O)/C(=C/c3ccc(O)c(OCC)c3)S2)C1 (configuration not stated)	4%	-99%	6%	-0.3%	31%	11%	-12%	-14%	-1%	-12	-9%
CCn1c(SCC(=O)NC(=O)NCc2ccco2)nc2sc(C)c(C)c2c1=O	0%	-28%	0%	2.6%	-1%	5%	11%	?	?	28	-8%
O=C1CC(N2CCCc3ccccc32)C(=O)N1c1ccccc1Cl (configuration not stated)	3%	-4%[46.1 µM]	-6%	8.0%	4%	-5%	-4%	?	8%	-12	2%
O=S(=O)(Cc1cnc(Cl)s1)c1ccccc1	0%	2%	-10%	0.1%	-5%	4%	5%	?	1%	-1	3%
O=C(Nc1ncc(Cc2ccccc2)s1)c1cccs1	4%	0%	-4%	9.8%	?	1%	?	?	0%	3	-7%
CCCCC(=O)Nc1ccc(NC(=O)CCCC)nc1	0%	3%	0%	0.0%	-1%	-1%	4%	?	-1%	5	9%
CCOC(=O)C1=C(C)NC2=C(C(=O)CC(C)(C)C2)C1c1coc2ccccc2c1=O (configuration not stated)	1%	-8%[46.1 µM]	-2%	-0.8%	-3%	1%	19%	-5%	3%	-2	2%
CC(C)CCn1c(C(C)O)nc2ccccc21 (configuration not stated)	0%	5%	-3%	-0.1%	0%	5%	-14%	5%	4%	-6	-3%

Overlap with the part before: 2 entries, then new ones.
SMILES	USP2a block	TCR act	TSG101-PTAP inh	B2AR arrestin	Mito fusion act	Eya2 inh	ELG1 DNA repair	Chronic BCR inh	Tb PFK inh	TSHR antagonist	uPA generation
CCOC(=O)C1=C(C)NC2=C(C(=O)CC(C)(C)C2)C1c1coc2ccccc2c1=O (configuration not stated)	1%	-8%[46.1 µM]	-2%	-0.8%	-3%	1%	19%	-5%	3%	-2	2%
CC(C)CCn1c(C(C)O)nc2ccccc21 (configuration not stated)	0%	5%	-3%	-0.1%	0%	5%	-14%	5%	4%	-6	-3%
Fc1ccc(-c2nnsc2Sc2ccccn2)cc1	0%	0%	0%	0.2%	1%	-17%	?	5%	0%	-2	-4%
COC(=O)c1cccc(NC(=S)N2CCN(c3ccccc3F)CC2)c1	5%	-2%	-5%	-0.7%	-1%	8%	8%	-26%	-2%	9	5%
O=C(CSc1nnc(COc2ccc(Cl)cc2)o1)N1CCN(c2ccccc2)CC1	2%	-2%	0%	-1.7%	1%	-19%	-23%	0%	-1%	-4	7%
NC(=O)C1CCN(C(=O)c2cnn(-c3ccccc3)c2NC(=O)c2ccco2)CC1	-5%	-7%	0%	-0.9%	5%	2%	0%	0%	3%	7	7%
CCc1ccc(OCC(=O)NCC(c2ccc(Cl)cc2)N2CCCCC2)cc1 (configuration not stated)	-7%	-5%	-9%	-0.8%	-15%	-12%	?	?	-1%	2	5%
CCCN(CCC)CCCNC(=O)C(NS(=O)(=O)c1ccc2c(c1)CCC(=O)N2)c1ccccc1 (configuration not stated)	3%	-2%	-7%	0.4%	5%	2%	8%	-6%	-1%	9	1%
COc1ccc(Nc2nc(-c3ccccc3)c3ccccc3n2)cc1	0%	-3%[46.1 µM]	-1%	0.2%	25µM*	-5%	?	?	0%	2	1%
COC(=O)C1CCN(C(=O)c2cc(-c3ccc(Cl)s3)nc3ccccc23)CC1	0%	8%	-5%	0.1%	?	-19%	?	?	0%	30	1.8µM*
COc1ccc2nc(-c3ccc(Cl)cc3)cc(C(=O)O)c2c1	1%	2%	-5%	0.6%	2%	14%	?	?	3%	-14	-17%
CC1C(c2ccccc2)=NNc2nc3c(c(=O)n(C)c(=O)n3C)n21 (configuration not stated)	0%	-1%	1%	0.0%	0%	8%	-2%	-5%	1%	0	-9%
N#C/C(=C\c1ccc(OCC(N)=O)cc1)S(=O)(=O)c1ccccc1	4%	-13%	-7%	0.1%	8%	-4%	6%	-1%	0%	4	11%
C=Cc1ccc(CSc2cc(C)nc3nc(C)nn23)cc1	2%	-2%	1%	0.4%	5%	2%	?	-3%	-5%	-2	?
Cc1ccc(/C=C/C(=O)O)cc1S(=O)(=O)N1CCCc2ccccc21	0%	2%	-6%	0.3%	1%	11%	1%	10%	1%	-9	-1%
CC(C)C(=O)Nc1ccc(NC(=O)c2ccc([N+](=O)[O-])cc2Cl)cc1	1%	-2%[46.1 µM]	-3%	0.1%	-1%	11%	-15%	?	-1%	3	-3%
Clc1ccccc1C1=CC(c2ccco2)n2ncnc2N1 (configuration not stated)	4%	3%	-12%	-0.8%	4%	1%	4%	4%	2%	1	-5%
Cc1cccc(N2CCN(C(c3cccs3)c3nnnn3C(C)(C)C)CC2)c1C (configuration not stated)	-1%	-12%	-9%	0.2%	13%	0%	?	1%	2%	-4	12%
O=C(NNC(=S)Nc1ccc(Br)cc1)c1ccccc1	-1%	-1%	-6%	-0.2%	0%	-7%	?	?	-6%	-10	-4%
COc1ccc(NC(=O)Nc2ccccn2)cc1OC	4%	-2%	1%	-0.8%	-1%	19%	?	16%	-3%	4	-10%
O=C(NCc1ccc(OC(F)(F)F)cc1)c1cccc2c1C(=O)c1ccc(N3CCC(Cc4ccccc4)CC3)cc1S2(=O)=O	3%	-3%	nt	-0.3%	nt	-1%	-6%	1%	-2%	7	1%
O=C(CNC(=O)c1ccccc1)N/N=C/c1cccs1	0%	-6%	-2%	0.4%	1%	-4%	-13%	1%	0%	-5	0%
CCOC(=O)c1ccc(-c2ccc3oc(-c4ccsc4)cc(=O)c3c2)cc1F	2%	-3%	nt	0.0%	nt	-5%	?	?	1%	-11	11%
Cn1c(C(=O)NCc2cccs2)cc2c(=O)n(C)c3ccccc3c21	-2%	0%	-2%	-0.9%	-1%	-10%	6%	10%	0%	-2	-5%
Cc1cccc(C)c1OCC(=O)Nn1c(COc2ccccc2)nc2ccccc2c1=O	1%	nt	-2%	-1.1%	1%	7%	?	?	0%	3	-3%
